GLP1R inv ag – GLP-1 receptor (human) inverse agonism | HEK293 GLP-1R CRE-luciferase, luminescence, 24 h; GLP-1R form is constitutively active | AID 624417 | Potency, µM (top dose mostly 38.3 µM), for the others: at the highest dose activity change, negative = inhibition, usual class: inhibitors | 410,000 tested, 1.6% active | P43220; note: potency is the fitted concentration of half-maximal effect; % is set by controls: 0 for no effect and ±100 for the full control effect; nearly all actives have a fitted effect of over 55% in size
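HEK293 cells stably co-expressing constitutively active GLP-1R and a cAMP-responsive luciferase reporter were seeded in DMEM with 10% Nu serum, given compounds after 12 h, and incubated 24 h at 37 deg C. Luminescence was then read.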
aSyn yeast inh – inhibitors of alpha-synuclein toxicity in yeast. Yeast expressing alpha-synuclein, growth rescue, BacTiter-Glo, 24 h. Potency, µM (top dose mostly 46.1 µM), inactives show at the top dose growth rescue (activation), actives largely listed as activators. 370,000 tested, 0.14% active. AID 652106; note: potency is the fitted concentration of half-maximal effect; % of control where 0% means no effect; nearly all actives have a fitted effect of over 65% in size
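Rescue of yeast growth: cells expressing toxic alpha-synuclein, induced in galactose at OD600 0.02, incubated with compound 24 h at 30 C. ATP luminescence quantified growth; inhibitors of toxicity appear as activators.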
FUS suppressor – FUS proteinopathy suppression in yeast; 390,000 tested, 0.24% active; Potency, µM (top dose mostly 76.6 µM), for inactives: top-dose growth rescue (activation), hits mostly activators; S. cerevisiae FUS-expressing, growth rescue, OD600, 24 h;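 note: potency is the fitted concentration of half-maximal effect; plate controls were DMSO vehicle for no effect and reference control for full effect; nearly all actives have a fitted effect of over 55% in size; some results filed as inactive show a strong effect at the top dose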
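Yeast expressing FUS under galactose induction, OD 0.005 in 2% galactose medium; compounds in a dilution series, 24 h at 30C. Growth rescue by absorbance at 600 nm; CP55940 positive control, DMSO negative.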
pAkt inh – blocks phosphorylation of Akt. 360,000 tested, 0.32% active. Neuro2A IGF-stimulated pAkt S473 HTRF, 20 min; hits give low values. AID 651550. activity change, % for hits at 50 µM; in the data active = activity change below about -80%; inconclusive = mostly about -51% to -80%; note: % is set by controls: 0 for no effect and ±100 for the full control effect
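Neuro2A cells (4,500/well, DMEM with 0.5% FBS) were treated with compound at a single 50 µM final concentration, stimulated with 6 nM IGF for 20 min at 37 °C, and lysed. Phospho-Akt Ser473 was read by HTRF as 665/615 ratio ×10^4.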
PTHR1 ag – activates the human parathyroid hormone receptor PTHR1; HEK293 GP2 PTHR1 cells, GloSensor cAMP luminescence, 1 h; Potency, µM (highest dose often 115 µM), for the others: at the highest dose activation, actives largely listed as activators; AID 743266; 410,000 tested, 0.075% active; Q03431; note: potency is the fitted concentration of half-maximal effect; nearly all actives have a fitted effect of over 55% in size; some results filed as inactive show a strong effect at the top dose; inactives centre near -15; many of its hits are not listed in these tables
Target sequence (Q03431 whole entry, looked up): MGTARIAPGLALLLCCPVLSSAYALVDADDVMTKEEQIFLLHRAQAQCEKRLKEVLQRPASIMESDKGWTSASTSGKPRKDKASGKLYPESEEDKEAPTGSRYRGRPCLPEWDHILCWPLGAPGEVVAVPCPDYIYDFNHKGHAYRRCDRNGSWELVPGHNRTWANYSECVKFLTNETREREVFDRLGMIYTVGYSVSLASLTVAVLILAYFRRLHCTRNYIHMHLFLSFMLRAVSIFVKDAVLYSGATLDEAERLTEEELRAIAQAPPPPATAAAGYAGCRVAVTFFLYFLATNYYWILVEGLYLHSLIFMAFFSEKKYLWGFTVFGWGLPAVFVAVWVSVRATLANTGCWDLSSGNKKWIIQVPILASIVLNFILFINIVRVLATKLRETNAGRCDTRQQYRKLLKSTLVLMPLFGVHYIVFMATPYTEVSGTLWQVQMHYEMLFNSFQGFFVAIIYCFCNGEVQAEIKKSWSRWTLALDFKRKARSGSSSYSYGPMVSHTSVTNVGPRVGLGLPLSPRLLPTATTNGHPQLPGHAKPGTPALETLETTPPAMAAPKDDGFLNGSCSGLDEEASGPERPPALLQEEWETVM
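HEK-293-derived GP2 cells expressing PTHR1 and a GloSensor cAMP reporter, 3,000/well, plated overnight, given luciferin plus IBMX (each 0.5 mM as added) for 1 h at 37 °C, then compound for 1 h at 37 °C. Luminescence was read after 15 min at room temperature.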
D3 antag – antagonists of human D3 dopamine receptor; max response, negative = inhibition, %; P35462; 360,000 tested, 2.5% active; D3R cells, DiscoveRx beta-arrestin luminescence, antagonist mode; hits give low values; AID 652054; in the data active = max response below about -50%; inconclusive = no clear call, values can overlap the other calls; note: % is set by controls: 0 for no effect and ±100 for the full control effect; mostly tested at two doses, the higher about 12 µM
Target sequence (P35462 whole entry, looked up): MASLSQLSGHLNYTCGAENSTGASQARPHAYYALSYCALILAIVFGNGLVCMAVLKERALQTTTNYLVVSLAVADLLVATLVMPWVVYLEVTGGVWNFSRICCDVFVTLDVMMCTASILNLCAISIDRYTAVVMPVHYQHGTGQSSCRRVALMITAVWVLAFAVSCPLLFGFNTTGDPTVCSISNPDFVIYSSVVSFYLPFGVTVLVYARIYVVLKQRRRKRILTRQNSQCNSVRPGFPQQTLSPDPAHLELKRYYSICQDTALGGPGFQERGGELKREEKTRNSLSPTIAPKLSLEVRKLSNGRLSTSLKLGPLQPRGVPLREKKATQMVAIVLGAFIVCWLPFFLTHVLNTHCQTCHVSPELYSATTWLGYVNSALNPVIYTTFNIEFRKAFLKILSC
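Cells expressing the human receptor were seeded at 1500 cells/well, incubated overnight at 37 degrees C in 5% CO2, then exposed to library compounds with dopamine controls for 90 minutes at 37 degrees C before luminescent detection.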
GLP1R ag – agonists of human GLP-1 receptor; P43220; HEK293 GLP-1R CRE-luciferase, luminescence, 4-6 h; cells express a hypersensitive GLP-1R form; Potency, µM (series often up to 45.6 µM), without a hit: at the highest dose activation, usual class: activators; 380,000 tested, 0.007% active; AID 624172; note: potency is the fitted concentration of half-maximal effect; % of control where 0% means no effect
Abeta rescue – compounds reversing amyloid beta toxicity in yeast. yeast expressing A-beta42, growth rescue, OD600, 48 h; response scale: 0% DMSO, 100% iron-clioquinol control. Potency, µM (top dose mostly 46.1 µM), for inactives: at the top dose growth rescue, usual class: activators. 410,000 tested, 0.063% active. AID 1347071; note: potency is the fitted concentration of half-maximal effect; nearly all actives have a fitted effect of over 55% in size
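Growth rescue measured by 600 nm absorbance after 48 h yeast culture at 30 C with compound. Values normalized between DMSO and an equimolar ferric chloride plus clioquinol control.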
TDP43 rescue – TDP-43 toxicity inhibition in yeast. TDP-43 expressing yeast growth rescue, BacTiter-Glo, 24 h. Potency, µM (doses to about 46.1 µM), without a hit: at the top dose growth rescue (activation), usual class: activators. 410,000 tested, 1.8% active. AID 652104; note: potency is the fitted concentration of half-maximal effect; % of control where 0% means no effect; nearly all actives have a fitted effect of over 50% in size
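Luminescence from BacTiter-Glo reports growth of TDP-43-expressing yeast after 24 hr at 30 deg C with compound. Cells were raffinose-pregrown to mid-log, then seeded in galactose medium at OD600=0.02.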
* marks the source's active call; other numbers are inactive results; i = inactive; ? = inconclusive; . = not tested or not shown; & = joins results of further samples; [ ] = another dose, or the depositor's remark. Unless noted, calls come from the whole dose curve; as a rule, active = well fitted curve in the direction sought with a large enough effect; inconclusive = small, poorly fitted or top-dose-only effect, or another doubt; inactive = no such curve, though single readings can be large; an effect the other way counts as inactive or inconclusive. Some of the compounds tested; the hit share may differ from the screen's.

SMILES | GLP1R inv ag | aSyn yeast inh | FUS suppressor | pAkt inh | PTHR1 ag | D3 antag | GLP1R ag | Abeta rescue | TDP43 rescue
COc1ccc(COn2nnc3ccc(S(=O)(=O)N4CCOCC4)cc32)cc1F | 16% | 11% | 2% | i | -21% | 21 | 12% | -6% | -13%
CCCCn1c(N)c(Sc2ccc([N+](=O)[O-])cc2)c(=O)[nH]c1=O | 1% | -6% | 24% | i | -7% | -12 | 7% | -1% | -24%
CN(C(=O)c1ccccc1Br)C1CCS(=O)(=O)C1 (configuration not stated) | 28% | 0% | 6% | i | i | 9 | 6% | 7% | -16%
COc1ccccc1NS(=O)(=O)c1cc(NC(=S)Nc2cc(C)cc(C)c2)ccc1Cl | ? | 7% | . | i | -33%[inhibitor] | 0 | -2% | 28% | ?
CC(=O)NC1(C(F)(F)F)C(=O)Nc2c1c(=O)[nH]c(=O)n2Cc1ccco1 (configuration not stated) | 8% | 2% | -15% | i | i | -26 | -9% | 6% | 12%
CC(C)=Cc1c(O)nc2ccccn2c1=O | -5%[7.66 µM] | -1% | 2% | i | i | -11 | 2% | -10% | -9%[9.22 µM]
CC(=O)c1ccc(N2CCN(S(=O)(=O)c3cn(C)cn3)CC2)cc1 | 22% | -1% | -18% | i | i | -3 | -2% | 7% | -8%
C=CCC(C)(NCc1ccccc1)c1ccco1 (configuration not stated) | -15% | -11% | 16% | i | i | ? | 3% | -14% | -8%
COc1ccccc1Nc1ncccc1C(=O)NCc1ccccc1 | -8% | 0% | 22% | i | -34% | 16 | 7% | 6% | -12%
Cc1cccc(C(=O)OC2CCOC2=O)c1C (configuration not stated) | -10% | -1% | 11% | i | i | 3 | 1% | 5% | -18%
CCN(CC)c1ccc(/C=N/NC(=O)c2cccc(S(=O)(=O)N3CCOCC3)c2)cc1 | -14% | -3% | 20% | i | -37%[inhibitor] | -16 | 11% | 7% | 17%
COc1cc(C2NC(=O)NC(C)=C2C(=O)OC(C)(C)C)ccc1OCC(N)=O (configuration not stated) | 0% | . | -5% | . | i | 37 | -6% | 8% | 21%
O=C(O)c1cc([N+](=O)[O-])ccc1NCCc1ccccc1 | ? | -15% | -10% | i | -5% | -14 | -2% | -3% | ?
Cc1ccccc1CNC(=O)C(=O)NCC(c1ccco1)S(=O)(=O)c1ccccc1 (configuration not stated) | 10% | . | -1% | . | i | . | . | -12% | 5%
CC(C)C[C@H](NC(=O)[C@@H]1Cc2ccccc2CN1C(=O)OC(C)(C)C)C(=O)NCC1CCC(C(=O)O)CC1 (some centres not stated) | 5% | 4% | 27% | i | i | -4 | 1% | -7% | -19%
NS(=O)(=O)c1ccc(NC(=O)CSC2CCCCC2)cc1 | 11% | -10% | -23% | i | -9% | -11 | 8% | -14% | -12%
Cc1ccc2[nH]c(=O)c(CN(CCc3ccccc3)C(c3nnnn3Cc3ccco3)C(C)C)cc2c1 (configuration not stated) | ? | 2% | 38% | i | -5% | 6 | 11% | 12% | 6%
O=C(CCN1C(=O)/C(=C/c2ccccc2)SC1=S)N[C@@H](CO)Cc1ccccc1 | ? | 13% | 38% | i | i | -16 | -2% | -5% | 6%
Cc1ccc(NC(=O)CCC(=O)N/N=C/c2cccs2)cc1C | 13% | -5% | 11% | i | i | -5 | -8% | -3% | 3%
CCC(=O)n1nc(-c2ccc(Cl)cc2)nc1NCc1ccccc1 | -17% | -13% | -16% | i | i | -15 | 1% | 8% | 9%
CCOc1ccccc1N(C)C(=O)Cn1ncc2c([nH]c3ccccc32)c1=O | ? | -7% | 24% | i | -5% | 14 | 1% | 2% | -15%
O=C(CN1C(=O)NC2(CCOc3ccccc32)C1=O)NCCc1ccccc1 (configuration not stated) | 0% | 6% | . | i | -18% | -16 | 22% | 0% | 4%
COc1cc2c(cc1OC)CN(C(=S)Nc1ccc(C)cc1C)CC2 | -23% | 9% | . | i | i | -2 | -10% | 9% | ?
Cc1ccc([C@@H]2CC=C(C(=O)O)[C@H](c3ccccc3F)N2S(=O)(=O)c2ccccc2C)cc1 | ? | 3% | -2% | i | -17% | -15 | 1% | -9% | 2%
C=CC[C@H](CC(=O)N(CCO)Cc1ccccc1)C(=O)N[C@H](COC(=O)[C@@H](CC=C)CC(=O)OC(C)(C)C)Cc1ccccc1 | ? | -2% | 7.9µM* | i | -31%[inhibitor] | 2 | -2% | 7% | -15%
Further entries follow:
SMILES | GLP1R inv ag | aSyn yeast inh | FUS suppressor | pAkt inh | PTHR1 ag | D3 antag | GLP1R ag | Abeta rescue | TDP43 rescue
CCOC(=O)N1CCC(NC(=O)c2ccccc2C(=O)O)CC1 | 0% | -1% | 4% | i | i | 29 | 5% | 7% | -6%[1.82 µM]
COc1ccc(C(=O)c2c[nH]c(C(=O)NCCCn3ccnc3)c2)cc1 | -13%[0.307 µM] | -5% | 7% | i | -4% | 3 | -5% | 16% | -2%
CCN(CC)S(=O)(=O)c1ccc(C(=O)NC2=C(C(=O)OC)SCC2)cc1 | 0% | 0% | ? | i | i | -17 | -1% | 5% | 9%
COc1cccc(COC(=O)C2CCN(C(=O)c3ccccc3C)CC2)c1OC | -3% | 9% | 21% | i | -64%[inhibitor] | -5 | -4% | -2% | -2%
Cc1ccc(-c2noc(CCC(=O)NCc3ccco3)n2)cc1 | 3% | -1% | 17% | i | -13% | 6 | -11% | -3% | -9%
CNc1nc(N)c([N+](=O)[O-])c(NC2CCCCC2)n1 | 157%[activator] | -14% | 15% | i | -2% | -17 | 15% | 4% | ?
O=C(O)c1c(Cl)cccc1Nc1ccccc1 | -26% | -44%[inhibitor] | 1% | i | -17% | -19 | -5% | -47%[inhibitor] | -23%
Cc1nc(N2CCN(Cc3ccccc3)CC2)nc2c1CCC2 | ? | 0% | 2% | i | -23% | -67* | 22% | -4% | -19%[0.397 µM]
CC(C)(C)CC(=O)Nc1cc2c3c(c1)CC(=O)N3CCC2 | 61%[activator] | -9% | 9% | i | i | -15 | -4% | -9% | ?
COc1ccc(NC(=O)N2CCC(CN3CCCC3)CC2)c(OC)c1 | 13% | . | 4% | . | i | . | . | -15% | 16%
CCc1nc2c(OCCC3CCCCC3)cccn2c1N(C)C(=O)CC(C)C | ? | 3% | 19% | i | -26% | -26 | -9% | -10% | 11%
O=C(Cc1ccccc1)NCC(=O)OCC(=O)c1ccccc1Cl | -8% | -2% | 1% | i | i | -19 | 0% | 6% | -2%[9.22 µM]
C/C(=N\Nc1ccccc1)c1cc2ccccc2oc1=O | -3% | -7% | 2% | i | i | -21 | 30% | -13% | -19%
CC(C)c1ccc(NC(=O)Nc2nc(CN)cs2)cc1 | 12% | -6% | -13% | i | i | 0 | -5% | -19% | -9%
Cc1noc(C)c1S(=O)(=O)NC1CCCc2ccccc21 (configuration not stated) | ? | 0% | 11% | i | -14% | 10 | 5% | 18% | 16%
CCCCOc1ccc(S(=O)(=O)NC(=O)NCc2ccc(OCCC)cc2)cc1 | 3% | -1% | -28% | i | i | 7 | -1% | 19% | -18%
COc1ccc(S(=O)(=O)N2CCC3(CC2)OCCN3S(=O)(=O)c2ccccc2)cc1OC | 56%[activator] | -3% | -5% | i | i | 15 | 5% | 12% | -20%
CC(OC(=O)/C=C/c1ccccc1)C(=O)Nc1ccc2c(c1)OCCO2 (configuration not stated) | 4% | 6% | -21% | i | -7% | 1 | 1% | -12% | 12%
Cc1cccc(C)c1NC(=O)C(C)n1c(-c2ccc(=O)[nH]c2)nc2ccccc21 (configuration not stated) | 3% | 1% | 18% | i | i | 9 | . | -6% | 23%
Cc1cccc(OCC(=O)NNC(=O)c2ccc([N+](=O)[O-])cc2)c1 | -2% | 7% | -41% | i | -16% | 3 | -5% | -1% | 9%
C#CCOC(=O)C(NC(=O)c1ccccc1)=C(C)C | 0% | 3% | . | i | i | 25 | -7% | 4% | 5%
CS(=O)(=O)c1ccccc1-c1nnc(NC(=O)Cc2ccccc2)o1 | 1% | -7% | ? | i | ? | -24 | -2% | -21% | -20%
O=C(OC1CCN(c2ncc(C(F)(F)F)cc2Cl)CC1)c1cccc(C(F)(F)F)c1 | -9% | -1% | -10% | i | i | -25 | -11% | -12% | -18%
Cc1onc(-c2ccccc2)c1C(=O)N1CCN(S(=O)(=O)c2ccccc2C(F)(F)F)CC1 | -16% | -2% | 6% | i | -5% | -17 | 3% | -13% | 16µM*
CCOC(=O)c1c(CN2CCOCC2)n(C)c2cc(Br)c(O)c(CN(C)C)c12 | 10%&7% | -2%&-1% | 28%&5% | i | -29%[57.5 µM] | -25&7 | 7%&-3% | 20%&0% | 13%&-5%
CCCN(CCC)CCCNC(=O)Cn1cnc2sc(C)c(S(=O)(=O)N3CCCCC3)c2c1=O | 4%&11% | -10% | 22%&-22% | i | -28%&27% | -14 | 15% | -11%&-24% | -20%&-1%
Cc1nc2nc[nH]n2c(=O)c1CCC(C)C | 11% | 1% | 2% | i | i | 7 | -2% | 11% | 12%
O=C(COc1ccccc1Cl)Nc1ccc(CN2CCOCC2)cc1 | -3% | -5% | 13% | i | -31% | -12 | -5% | -1% | 0%
CC(NC(N)=O)C(=O)Nc1ccc(Cl)c(S(=O)(=O)Nc2ccc(Br)cc2)c1 (configuration not stated) | -10% | -2% | 34% | i | i | -15 | 3% | -2% | .

Random excerpt: 3 records from the list.
SMILES | GLP1R inv ag | aSyn yeast inh | FUS suppressor | pAkt inh | PTHR1 ag | D3 antag | GLP1R ag | Abeta rescue | TDP43 rescue
O=C(O)c1c(Cl)cccc1Nc1ccccc1 | -26% | -44%[inhibitor] | 1% | i | -17% | -19 | -5% | -47%[inhibitor] | -23%
CCOC(=O)N1CCC(NC(=O)c2ccccc2C(=O)O)CC1 | 0% | -1% | 4% | i | i | 29 | 5% | 7% | -6%[1.82 µM]
COc1cccc(COC(=O)C2CCN(C(=O)c3ccccc3C)CC2)c1OC | -3% | 9% | 21% | i | -64%[inhibitor] | -5 | -4% | -2% | -2%

Screening results (PubChem)
